# From PubChem BioAssay
# hcDAF-12 act – activators of H. contortus DAF-12 nuclear receptor | activation, % at 6.8 µM | HEK293 hcDAF-12 lit1-tk-luc reporter, luminescence; 0% DMSO, 100% Δ7-dafachronic acid | actives 1.4% (n = 370,000) | AID 652067;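 active = activation above the mean of all tested compounds plus 3 SD, cut at about 5.5% in these data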;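 also: 100% = response to 3 µM Δ7-dafachronic acid high control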
# DAX1 inh-1 – NR0B1 (DAX1) inhibition. P51843. HEK293 Gal4-DAX1 luciferase reporter, luminescence. inhibition, % at 6.75 µM. actives 0.99% (n = 340,000). AID 504766;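 active = inhibition above the mean over all tested compounds plus 3 SD, cut at about 4.2% in these data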;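 also: 0% = DAX1-transfected cells with DMSO and 100% = empty-vector control cells with DMSO; inhibition shows as a rise in luminescence from relieved DAX1 repression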
# Target sequence (P51843 207-470 limits assumed): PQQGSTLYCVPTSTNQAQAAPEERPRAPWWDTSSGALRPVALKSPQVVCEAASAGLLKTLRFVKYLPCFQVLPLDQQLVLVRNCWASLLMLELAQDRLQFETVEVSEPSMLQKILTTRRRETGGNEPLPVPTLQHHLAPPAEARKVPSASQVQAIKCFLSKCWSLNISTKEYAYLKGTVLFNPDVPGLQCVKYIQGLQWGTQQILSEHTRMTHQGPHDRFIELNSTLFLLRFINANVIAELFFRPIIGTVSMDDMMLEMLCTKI
# DAX1 inh-2 – DAX1 (NR0B1) inhibition, primary screen; actives 1.1% (n = 370,000); inhibition, % at 6.8 µM; HEK293T StAR-luciferase reporter, SF-1/DAX-1 repression relief; AID 652010;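 active = inhibition above the mean over all tested compounds plus 3 SD, cut at about 3.6% in these data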;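 also: 0% = DAX-1 cells with DMSO and 100% = cells lacking DAX-1 with DMSO; higher inhibition means more luminescence from relief of DAX-1 repression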
# SMARCA2 act – SMARCA2 function activation, primary screen; MG213 cells, MMTV-luciferase reporter, dexamethasone, overnight; activation, % at 9.1 µM; actives 1% (n = 370,000); in the data active = activation above about 7.8%;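 also: 0% = vehicle wells and 100% = reference activator wells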
# hgDAF12 agonist – activates the H. glycines DAF-12 receptor ligand-binding domain | HEK293 GAL4-hgDAF12 UAS-luciferase reporter, agonist luminescence; normalized to butyrate control | activation, % at 6.8 µM | actives 1.8% (n = 370,000) | AID 687014;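 active = activation above a cutoff set at the mean of all screened compounds plus 3 SD, cut at about 10% in these data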;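 also: 0% = DMSO wells and 100% = sodium butyrate wells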
# MBD2 DNA inh – inhibitors of human MBD2 binding to methylated oligonucleotide. Q9UBB5. TR-FRET. inhibition, % at 4.4 µM. actives 0.31% (n = 370,000). AID 686964; in the data active = inhibition above about 13%
# NR1D1 modulator – Rev-erb alpha (human) modulation; P20393; activity, % at 10 µM; Rev-erbα–FITC-DNA binding, fluorescence polarization, 90 min; AID 1259318; actives 0.79% (n = 370,000);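 active = activity above about 14%, limit read from the data; passing the limit was not always enough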;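 also: 0% = DMSO wells with 35 nM protein and 100% = DMSO wells with 750 nM protein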
# Target sequence (P20393 whole entry, looked up): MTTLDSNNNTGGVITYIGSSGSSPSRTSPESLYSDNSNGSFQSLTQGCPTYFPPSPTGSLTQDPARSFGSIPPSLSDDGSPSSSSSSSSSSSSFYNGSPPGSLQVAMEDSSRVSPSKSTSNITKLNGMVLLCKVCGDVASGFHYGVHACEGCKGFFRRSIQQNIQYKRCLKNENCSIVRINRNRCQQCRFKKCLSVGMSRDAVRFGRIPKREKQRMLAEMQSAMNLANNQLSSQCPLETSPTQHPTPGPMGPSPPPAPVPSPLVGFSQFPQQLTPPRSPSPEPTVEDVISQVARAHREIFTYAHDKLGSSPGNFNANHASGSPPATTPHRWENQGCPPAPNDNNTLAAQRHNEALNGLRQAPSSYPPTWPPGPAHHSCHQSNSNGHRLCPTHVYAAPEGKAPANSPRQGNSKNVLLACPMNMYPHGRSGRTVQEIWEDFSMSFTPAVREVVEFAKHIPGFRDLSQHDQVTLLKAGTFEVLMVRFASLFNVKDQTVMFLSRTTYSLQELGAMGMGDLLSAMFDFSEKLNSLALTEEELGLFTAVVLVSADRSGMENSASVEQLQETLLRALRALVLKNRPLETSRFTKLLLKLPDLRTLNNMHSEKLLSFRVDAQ
# ssDAF-12 act – S. stercoralis DAF-12 activation, primary screen; HEK293 ssDAF-12/GRIP1 lit1-tk-luc reporter, luminescence; % of 3 µM dafachronic acid response; activation, % at 6.8 µM; actives 1% (n = 370,000);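 active = activation above the mean over all tested compounds plus 3 SD, cut at about 0.9% in these data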;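 also: 0% = DMSO-only wells and 100% = 3 µM delta7-dafachronic acid wells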
# PLC-beta3 inh – blocks human PLC-beta3 enzyme activity; Q01970; Purified PLC-beta3, fluorogenic substrate, fluorescence; inhibition, % at 12.2 µM; actives 0.18% (n = 370,000); AID 720704; in the data active = inhibition above about 11%;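 also: 0% = median of compound wells on plate and 100% = full blocker control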
# ADAM17 inh – ADAM17 inhibition, QFRET primary screen; actives 0.83% (n = 370,000); recombinant ADAM17, EDANS/DABCYL FRET peptide cleavage; inhibition, % at 6.95 µM;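 active = inhibition above the mean of compounds lying between control limits plus 3 SD, set per campaign, cut at about 8.5% in these data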;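 also: 0% = DMSO-only wells as the low control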
# PLCg1 inh – inhibitors of human phospholipase C gamma1 | purified PLC-gamma1, fluorogenic substrate, fluorescence | inhibition, % at 12.2 µM | actives 0.84% (n = 370,000) | AID 720700; in the data active = inhibition above about 9.5%
# Active calls of the source: *; · = not tested or not shown.
SMILES,hcDAF-12 act,DAX1 inh-1,DAX1 inh-2,SMARCA2 act,hgDAF12 agonist,MBD2 DNA inh,NR1D1 modulator,ssDAF-12 act,PLC-beta3 inh,ADAM17 inh,PLCg1 inh
Cc1cccc(NC(=O)c2ccc(S(=O)(=O)N3CCCC3)cc2)c1C,-1.2,0.7,-0.1,0,-2.7,2,-1,-1.0,5,-2,2
CCNC(=O)CC1C(=O)N(c2ccc(F)cc2)C(=O)N1Cc1cccs1 (stereo not drawn),-1.0,0.7,0.2,0,0.8,-5,-8,-1.4,-6,-3,3
O=C(Nc1ccc2c(c1)OCCO2)C(=S)NCc1ccccc1,-0.3,-0.8,0.6,9.7*,8.6,-1,-1,-1.1,-7,0,-1
O=C(COc1ccccc1Cl)N1CCN(c2ccc([N+](=O)[O-])c(N3CCOCC3)c2)CC1,-2.1,-0.1,-2.1,1,1.5,0,4,-0.4,6,3,2
O=C(CN1CCOCC1)Nc1ncc(Cc2ccccc2Cl)s1,-2.1,-1.1,-0.7,-2,0.1,-4,0,-1.9,4,6,7
O=C(CSCc1c(F)cccc1Cl)Nc1ccccc1C(=O)N1CCOCC1,-1.5,-0.1,0.1,0,1.7,-6,-8,-1.5,-2,-2,-1
COC(=O)c1ccc2[nH]ccc2c1,-0.2,0.4,0.5,3,0.4,-5,0,-1.1,-4,0,-2
CCc1ccccc1NC(=O)CSc1nc2ccccc2nc1N1CCOCC1,2.0,0.1,-1.0,2,-0.3,3,15,-0.2,1,1,2
COc1ccc(Cl)cc1NC(=O)c1ocnc1C,-0.7,-0.3,-0.2,-3,3.9,1,2,-0.9,6,3,4
O=C(c1cc(C2CC2)on1)N1CCOCC1,0.6,0.6,0.3,1,1.3,-3,-1,-0.4,-5,2,0
O=c1c(Cc2ccc(F)cc2)c(O)ccn1CCCN1CCOCC1,2.2,0.8,-0.2,-2,-2.6,-4,-6,-0.9,-4,-1,3
NC(=O)NC(CC(=O)NNC(=O)c1cccs1)c1ccc(Cl)cc1 (stereo not drawn),-1.4,1.2,0.1,-1,-0.5,-3,2,-0.3,3,-2,0
O=C(O)CC(CNS(=O)(=O)c1ccccc1)c1ccccc1 (stereo not drawn),0.6,-0.5,-0.6,-1,-0.1,4,-3,0.3,-8,0,-2
O=S(=O)(c1ccc(Cl)nc1)N1CCCC1,-1.9,0.9,-1.3,-3,-1.7,5,4,-0.6,0,-2,1
C=CCC(=O)NC1CCCc2c1cnn2-c1cc(F)cc(F)c1 (stereo not drawn),-0.7,0.0,0.3,-2,2.8,-3,1,-1.0,-1,-3,-3
Cc1ccc(O)c(C(=O)C=Cc2ccccc2)c1,-2.4,-0.1,-0.7,4,0.7,0,-5,-1.4,-38,-43,-34
O=C(Cc1ccc(S(=O)(=O)N2CCOCC2)s1)Nc1cc(Cl)ccc1Cl,1.9,1.0,-0.2,6,-2.6,5,0,-0.6,-15,4,-10
CC(=O)Nc1cccc(NC(=O)c2ccc3[nH]c(C)c(C)c3c2)c1,-2.0,-0.6,0.0,-2,3.1,5,1,-1.1,-14,-2,-7
O=c1c2c3c(sc2n(CCN2CCCC2)c(=O)n1Cc1ccco1)CCCCC3,2.2,-0.4,-0.6,3,1.9,-4,5,-1.6,1,1,2
C=CCNC(=O)O/N=C/c1csc([N+](=O)[O-])c1,0.1,·,-1.3,-1,3.4,4,-3,-0.4,-6,-2,1
O=C(c1cc(Cl)ccc1[N+](=O)[O-])n1cnc2ccccc21,-0.3,-0.1,-0.7,1,0.9,-1,3,-0.9,2,-3,-1
O=C(O)/C=C/C(=O)NC1CC1,-0.9,1.5,1.4,-3,-0.7,1,-2,-1.1,-2,-6,0
CS(=O)(=O)N1CCc2cc(C(=O)Nc3ccccc3)ccc21,0.6,0.6,1.6,0,2.2,-2,3,-1.3,-3,-3,1
CC1CC(C)CN(CCCNC(=O)c2ccc3nc(N4CCOCC4)sc3c2)C1 (stereo not drawn),-1.3,0.1,-0.3,-3,-0.8,0,1,-1.6,-1,0,0

# Some of these compounds in order of SMILES length, rising:
SMILES,hcDAF-12 act,DAX1 inh-1,DAX1 inh-2,SMARCA2 act,hgDAF12 agonist,MBD2 DNA inh,NR1D1 modulator,ssDAF-12 act,PLC-beta3 inh,ADAM17 inh,PLCg1 inh
O=C(O)/C=C/C(=O)NC1CC1,-0.9,1.5,1.4,-3,-0.7,1,-2,-1.1,-2,-6,0
O=C(c1cc(C2CC2)on1)N1CCOCC1,0.6,0.6,0.3,1,1.3,-3,-1,-0.4,-5,2,0
COc1ccc(Cl)cc1NC(=O)c1ocnc1C,-0.7,-0.3,-0.2,-3,3.9,1,2,-0.9,6,3,4
Cc1ccc(O)c(C(=O)C=Cc2ccccc2)c1,-2.4,-0.1,-0.7,4,0.7,0,-5,-1.4,-38,-43,-34
O=C(O)CC(CNS(=O)(=O)c1ccccc1)c1ccccc1 (stereo not drawn),0.6,-0.5,-0.6,-1,-0.1,4,-3,0.3,-8,0,-2
O=c1c(Cc2ccc(F)cc2)c(O)ccn1CCCN1CCOCC1,2.2,0.8,-0.2,-2,-2.6,-4,-6,-0.9,-4,-1,3
CS(=O)(=O)N1CCc2cc(C(=O)Nc3ccccc3)ccc21,0.6,0.6,1.6,0,2.2,-2,3,-1.3,-3,-3,1
NC(=O)NC(CC(=O)NNC(=O)c1cccs1)c1ccc(Cl)cc1 (stereo not drawn),-1.4,1.2,0.1,-1,-0.5,-3,2,-0.3,3,-2,0
CC(=O)Nc1cccc(NC(=O)c2ccc3[nH]c(C)c(C)c3c2)c1,-2.0,-0.6,0.0,-2,3.1,5,1,-1.1,-14,-2,-7
CC1CC(C)CN(CCCNC(=O)c2ccc3nc(N4CCOCC4)sc3c2)C1 (stereo not drawn),-1.3,0.1,-0.3,-3,-0.8,0,1,-1.6,-1,0,0
O=C(Cc1ccc(S(=O)(=O)N2CCOCC2)s1)Nc1cc(Cl)ccc1Cl,1.9,1.0,-0.2,6,-2.6,5,0,-0.6,-15,4,-10

# Next part
SMILES,hcDAF-12 act,DAX1 inh-1,DAX1 inh-2,SMARCA2 act,hgDAF12 agonist,MBD2 DNA inh,NR1D1 modulator,ssDAF-12 act,PLC-beta3 inh,ADAM17 inh,PLCg1 inh
CN(C)CC(O)COc1cc2ccccc2cc1C(=O)N1CCCCC1 (stereo not drawn),-0.7,0.5,-0.1,-4,1.0,1,0,-1.3,-6,-7,-2
CN(C)c1ccc(-c2ccnc3c2CC(C)(C(=O)NCc2ccccc2)O3)cc1 (stereo not drawn),-1.7,·,-4.1,1,-2.5,-1,6,-0.9,-481,-193,-347
CCN(CC)CCOc1cccc(C(C)C)c1,0.3,0.1,-0.2,-2,-0.6,0,1,-0.7,4,0,4
O=C(CSc1nncs1)N1c2ccccc2Sc2ccccc21,-1.8,-1.0,0.0,-2,-1.4,1,3,-1.3,1,-5,-1
C#CCSc1ncc(S(=O)(=O)c2ccccc2)c(=O)[nH]1,0.2,0.1,0.3,4,1.5,-1,-5,-1.1,-1,-2,-2
O=C(NNC(=O)c1ccccc1O)c1ccccc1O,5.9*,3.4,-1.9,3,4.4,0,4,0.6,-21,-4,-22
COc1ccc(N2C(=O)N3[C@H](c4ccc(Cl)cc4)[C@@H]4C(=O)N(C5CCCCC5)C(=O)[C@@H]4[C@]3(C)C2=O)cc1,1.1,-0.7,-0.1,-1,0.5,7,-4,-0.9,0,1,2
COc1ccc(/C=N/NC(=O)Cc2ccc(Cl)cc2)cc1OC,0.6,-1.1,0.3,0,1.4,3,2,-0.3,-18,-18,-15
N#C/C(=N\Nc1cccc(C(F)(F)F)c1)C(=O)c1ccsc1,-2.8,-1.8,-1.4,-6,-6.2,-1,6,-2.4,-3,5,6
CCn1cc(C(C)(C)C)c(C#N)c1NC(C)=O,-0.7,0.2,0.8,1,-0.9,4,4,-1.1,2,-1,-3
CN1OC[C@@H]2CN[C@H](c3ccc(-c4ccccc4)cc3)C[C@@H]21,2.1,1.4,5.5*,-2,11*,-1,2,0.8,-4,-3,0
O=C(Nc1ccccn1)c1ccc(Br)s1,1.3,0.5,1.2,3,16*,1,6,0.6,-2,2,0

# SMARCA2 act: hit marks shown above
SMILES | hcDAF-12 act | DAX1 inh-1 | DAX1 inh-2 | SMARCA2 act | MBD2 DNA inh | NR1D1 modulator | ssDAF-12 act | PLC-beta3 inh | ADAM17 inh | PLCg1 inh
O=C(Nc1ccc2c(c1)OCCO2)C(=S)NCc1ccccc1 | -0.3 | -0.8 | 0.6 | 9.7* | -1 | -1 | -1.1 | -7 | 0 | -1

# Later entries
SMILES,hcDAF-12 act,DAX1 inh-1,DAX1 inh-2,SMARCA2 act,hgDAF12 agonist,MBD2 DNA inh,NR1D1 modulator,ssDAF-12 act,PLC-beta3 inh,ADAM17 inh,PLCg1 inh
Cc1ccc2c(c1)C1CN(C)CCC1N2S(=O)(=O)c1ccc(Oc2ccc([N+](=O)[O-])cc2)cc1 (stereo not drawn),-1.4,0.3,-0.5,-1,-2.0,-2,3,-0.7,2,6,1
C=CCn1c(N)c(C(=O)Nc2ccccc2OC)sc1=S,2.4,-0.1,-0.4,4,1.0,-9,-1,0.2,0,4,2
NC(=O)NCCCC(=O)NCC(c1ccccc1Cl)c1c[nH]c2ccccc12 (stereo not drawn),2.2,0.8,-0.2,2,-2.1,0,-2,-1.3,-3,0,0
Cc1ccc(C(=O)N/N=C\c2ccc([N+](=O)[O-])o2)cn1,-2.8,-4.8,-1.5,-7,-3.3,-5,3,-1.3,-15,-1,-4
CCOc1cc(CNc2ncnc3nc[nH]c23)ccc1OC,-3.1,-1.5,-1.1,0,-4.0,3,-6,-0.8,5,3,2
CC(=O)C[C@H]1c2ccccc2S(=O)(=O)N1c1ccccc1,-1.8,1.0,-0.3,-1,0.1,2,-2,-1.2,-1,-3,1
CCNC(=O)C/C(C)=N/NC(=O)C1CCCCC1,-2.1,0.1,-0.5,-2,1.2,-1,2,-1.9,8,8.9*,11*
CC(C)(C)c1ccc(C(=O)COC(=O)CN2C(=O)NC3(CCCC3)C2=O)cc1,-1.2,0.3,-0.3,-4,0.1,6,5,-0.5,-8,-6,0
O=C(NCC(=O)N1CCN(C(c2ccccc2)c2ccccc2)CC1)c1ccccc1Br,-1.2,-0.2,-2.4,-4,-4.7,-4,-5,-1.5,3,12*,5
CCN(Cc1ccccc1)C(=O)CC1Oc2ccccc2NC1=O (stereo not drawn),0.0,1.3,-0.9,-1,2.3,0,7,-0.3,-1,1,1
COc1ccc(S(=O)(=O)N2CCCCCC2)cc1C(=O)OCC(=O)NC(C)(C)C,-1.4,1.2,0.1,-2,-2.4,-4,0,-0.9,1,-1,3
Cc1nn(CCC(=O)O)c(C)c1C,-1.1,0.6,1.1,-3,-2.3,0,1,-0.7,-2,-5,0
